Screening data as filed in PubChem BioAssay.
D1 agonist: activates the human D1 dopamine receptor; P21728; HEK293 T-REx D1 cells, calcium flux, agonist mode; activation, % at 2 µM; 1% of 360,000 active; AID 504660; note: 0% is about no effect
Target sequence (P21728 whole entry, looked up): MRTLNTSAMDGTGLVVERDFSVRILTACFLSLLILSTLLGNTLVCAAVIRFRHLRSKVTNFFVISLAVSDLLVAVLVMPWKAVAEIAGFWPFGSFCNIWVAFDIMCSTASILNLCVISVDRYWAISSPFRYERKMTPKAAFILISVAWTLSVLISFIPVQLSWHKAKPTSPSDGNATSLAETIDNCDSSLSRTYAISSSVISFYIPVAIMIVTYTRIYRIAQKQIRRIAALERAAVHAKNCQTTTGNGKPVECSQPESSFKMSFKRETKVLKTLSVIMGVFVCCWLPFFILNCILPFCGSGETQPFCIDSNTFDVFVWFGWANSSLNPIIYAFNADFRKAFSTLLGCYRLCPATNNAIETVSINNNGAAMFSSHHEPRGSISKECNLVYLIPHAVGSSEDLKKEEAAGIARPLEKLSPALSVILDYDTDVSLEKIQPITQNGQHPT
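Agonism was scored from calcium flux recorded over 180 s (1 read/s) after pintool compound addition, following a 10-cycle baseline. Cells were inducible force-coupled HEK293 TREx D1, plated overnight at 30 C and loaded with no-wash calcium dye.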
TRHR ag: activates the human TRH receptor; TRHR cells, calcium flux fluo-8, FDSS agonist mode; 0.18% of 360,000 active; activation, % at 2 µM; P34981; note: 0% is about no effect
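Steps: seed TRHR cells overnight; add fluo-8 no-wash Ca dye, RT 30 min–1.5 h; record 10 s baseline; pin-transfer compounds; monitor fluorescence 1 cycle/s for the agonist window. Calcium increases flag candidate agonists.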
RXFP1 antagonist: blocks the human relaxin receptor RXFP1. HEK293-RXFP1, relaxin-stimulated cAMP HTRF, 30 min; hits give low values. activity change, negative = inhibition, % at 57.5 µM. 0.59% of 350,000 active. AID 1259400;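 active = activity change of -60% or lower, but not beyond a set lower limit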; note: % is set by controls: 0 for no effect and ±100 for the full control effect
TRHR PAM: TRH receptor (human) allosteric enhancement; TRHR cells, fluo-8 calcium fluorescence, EC20 TRH enhancement; enhancement, % at 2 µM; 0.66% of 360,000 active; AID 493056; in the data active = enhancement above about 30%; note: 0% is about no effect
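Enhancer read-out: after compound pinning and an initial kinetic agonist-mode read, an EC20 of TRH (10 nM final) was injected and fluo-8 calcium signal (Ex 480/Em 530) followed at 1 s/cycle for 100 cycles in TRHR-expressing cells.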
D2 ag: D2 dopamine receptor (human) agonism; P14416; HEK293 T-REx D2 cells, calcium flux agonist mode; activation, % at 2 µM; 0.53% of 340,000 active;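 active = activation over 3 SD above normal in the single-dose calcium agonist read, cut at about 30% in these data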; note: 0% is about no effect
Target sequence (P14416 whole entry, looked up): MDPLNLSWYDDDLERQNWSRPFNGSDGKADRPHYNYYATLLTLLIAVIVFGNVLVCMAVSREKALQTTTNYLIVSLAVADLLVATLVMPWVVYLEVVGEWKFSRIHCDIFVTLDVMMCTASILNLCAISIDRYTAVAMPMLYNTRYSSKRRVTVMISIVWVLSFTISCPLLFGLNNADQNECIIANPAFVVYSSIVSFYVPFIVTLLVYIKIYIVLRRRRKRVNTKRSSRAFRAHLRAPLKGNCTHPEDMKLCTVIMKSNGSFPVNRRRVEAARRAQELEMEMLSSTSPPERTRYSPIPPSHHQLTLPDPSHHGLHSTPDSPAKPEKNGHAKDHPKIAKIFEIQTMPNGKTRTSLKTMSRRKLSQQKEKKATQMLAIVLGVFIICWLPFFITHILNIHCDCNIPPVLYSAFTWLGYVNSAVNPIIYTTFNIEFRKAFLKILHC
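Agonism scored from kinetic calcium signal (1 read/sec, 180 s) following compound pin transfer, after a 10 s baseline. Cells: HEK293 Trex line expressing inducible D2 receptor coupled to calcium, dye-loaded after overnight culture at 30 C.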
D2 antagonist: D2 dopamine receptor (human) antagonism; P14416; HEK293 TREx D2 cells, calcium flux, dopamine EC80; inhibition, % at 10 µM; 2% of 340,000 active; AID 485344; in the data active = inhibition above about 30%; note: 0% is about no effect
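HEK293 T-REx D2 cells, tet-induced, calcium dye no-wash. Cpd pintool add, 180 s kinetic, then EC80 DA, 180 s kinetic. Ca flux read.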
D1 antagonist: blocks dopamine activation of the human D1 receptor; 3.2% of 360,000 active; activity change, negative = inhibition, % at 10 µM; HEK293 TREx D1 cells, calcium flux, dopamine EC80; hits give low values; AID 504652; in the data active = activity change below about -30%; note: % is set by controls: 0 for no effect and ±100 for the full control effect
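Kinetic fluorescence of a calcium dye serves as the read-out. D1-expressing Hek293 Trex cells, induced overnight at 30 C, are exposed to compound for 180 s before an EC80 dopamine addition, then read 180 s further.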
D1 PAM: enhances dopamine response at the human D1 receptor; HEK293 TREx D1 cells, calcium flux, dopamine EC20 potentiation; 0.036% of 360,000 active; P21728; potentiation, % at 10 µM; in the data active = potentiation above about 30%; note: 0% is about no effect
D2 potentiator: positively modulates the human D2 dopamine receptor allosterically; AID 485347; 0.34% of 340,000 active; potentiation, % at 10 µM; HEK293 T-REx D2, calcium flux, EC20 dopamine potentiation; P14416;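 active = potentiation over 3 SD above the plate norm, cut at about 30% in these data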; note: 0% is about no effect
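Potentiation of an EC20 dopamine calcium response measured kinetically over 180 s, after a preceding 180 s compound-only read flagging agonists. Cells: inducible Hek293 Trex D2 line, 4000/well, cultured overnight at 30 C before dye loading.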
Active calls of the source: *; · = no result given; & = joins results of further samples. Cut-off read from the data, not from the text of the source, unless noted: active = activation above about 30%; inactive = the rest.

SMILES	D1 agonist	TRHR ag	RXFP1 antagonist	TRHR PAM	D2 ag	D2 antagonist	D1 antagonist	D1 PAM	D2 potentiator
Cc1ccc(C)c(NC(=O)CN(C)S(=O)(=O)c2ccccc2)c1	0.6	-0.8	-12.0	1.6	·	·	-2.4	-8.6	26.8
CCCOC(=O)C(C)Sc1n[nH]c(=O)[nH]c1=O (stereo not drawn)	5.0	0.7	-3.7	9.5	-0.3	13.6	2.3	-2.2	1.8
Cn1cccc1C1C(C#N)=C(N)OC2=C1C(=O)CC(C)(C)C2 (stereo not drawn)	1.0	-0.9	-8.6	-2.6	-0.8	-6.8	-1.3	3.9	-6.5
COc1ccc(CCNC(=O)CN2C(=O)NC(Cc3c[nH]c4ccccc34)C2=O)cc1 (stereo not drawn)	3.4	-0.1	-14.3	-1.3	1.4	19.8	2.5	-2.5	-2.2
N#CC1(c2ccccc2)CCCN1C(=O)c1ccc(Br)cc1 (stereo not drawn)	-0.3	-0.4	-1.3	2.8	3.2	2.1	-9.3	-5.1	-1.8
CC(C)Nc1nc(NC(N)=S)nc(NC(C)C)n1	-1.8	-0.2	·	3.3	3.8	6.9	3.8	3.7	10.5
CCN(CC)CCn1c(OC)cc(=O)[nH]c1=O	-3.1	0.5	-1.6	14.2	0.8	-0.1	-0.9	0.5	-7.2
CCc1nc2ccccc2n1CC(=O)Nc1cc(C)on1	5.4	0.8	-18.6	-5.3	-0.5	9.3	-3.2	3.5	2.8
COc1cc(C)ccc1S(=O)(=O)n1nc(C)cc1C	2.5	-0.3	-10.5	-2.5	0.3	5.5	-11.1	5.0	8.5
O=C(OCC(=O)N1CCCC1)c1c2c(nc3ccccc13)CCCCC2	2.1	-0.3	-4.0	-3.4	2.6	-9.7	12.0	-0.9	0.5
COc1ccc(/C=C/C(=O)OC(C)CN2CCCCC2)cc1 (stereo not drawn)	4.5	0.3	-4.5	7.9	0.3	6.3	1.0	-12.1	-2.4
Cc1ccc(-n2c(=O)c3ccc(C(=O)NCc4ccccc4Cl)cc3n(CC(=O)Nc3cccc(F)c3)c2=O)cc1	3.5	1.3	·	0.2	1.0	·	-5.5	5.2	7.4
COc1ccc(C(=O)CSc2nnc3ccccn23)cc1OC	1.3	0.5	-1.5	-5.5	-0.3	-3.6	5.8	-2.7	·
O=C(CC(=O)Nc1ccccc1F)Nc1ccccc1F	0.5	0.0	-8.7	14.9	·	·	6.0	-0.2	·
COc1cc(C)nc(N(C)S(=O)(=O)c2ccccc2Cl)n1	1.6	2.2	-1.2	-3.9	0.2	-3.3	-8.7	1.7	-1.7
CC(=O)c1ccc(S(=O)(=O)Oc2ccc(-c3ccc(C(=O)O)cc3)cc2)cc1	1.3	-0.2	-26.4	0.7	-0.9	0.1	-0.5	5.7	-10.7
CCOC(=O)C1(CC2CCCCO2)CCN(S(=O)(=O)c2cc(C)cs2)CC1 (stereo not drawn)	7.9	0.0	-2.8	-7.0	1.4	17.6	-15.1	-4.7	2.6
CCCCNC(=S)N1CCn2cccc2C1c1ccc(F)cc1 (stereo not drawn)	9.1	1.8	-10.6	1.4	-0.1	-8.5	-9.3	0.7	11.6
Cc1ccccc1-n1c(O)c(C=NC2CCS(=O)(=O)C2)c2ccccc2c1=O (stereo not drawn)	1.8	0.3	3.6	-4.4	0.5	3.5	2.2	-3.3	6.0
COc1ccc(CCNC(=O)CN2C(=O)NC3(CCOc4ccccc43)C2=O)cc1 (stereo not drawn)	0.2	-0.2	-6.8	-7.9	-0.2	-4.4	7.3	-1.2	-1.9
Cc1cc(C)cc(NC(=O)c2ccc3c(c2)CCN3S(C)(=O)=O)c1	10.2	-0.2	-11.1	-12.3	-0.4	16.7	-13.4	-9.8	-14.1
O=C(NCc1ccccc1)C1CCC(CNc2c(N3CCCCC3)c(=O)c2=O)CC1 (stereo not drawn)	-4.3	-0.3	·	-1.3	·	·	-10.9	-1.5	·
O=C1CN(Cc2ccccc2)C(=NCc2ccco2)S1	-2.9	-1.4	17.0	-0.7	-0.4	-3.1	-15.4	1.6	9.0
CCOC(=O)c1ccc(NC(=O)c2ccccc2N(C)S(=O)(=O)c2ccccc2)cc1	6.7	0.7	-7.8	-2.0	0.7	11.7	-19.6	-7.2	-7.6
C=CCn1c(-c2ccc([N+](=O)[O-])cc2)n[nH]c1=S	-0.2	0.0	21.7	3.3	0.8	-2.0	-9.6	3.6	4.3
O=C(CN1CCC(Cc2ccccc2)CC1)Nc1ccc2c(c1)OCCO2	2.9	1.7	-7.9	7.0	0.1	-4.8	-19.9	-1.3	-12.9
O=c1[nH]c(N/N=C/c2cc3c(cc2[N+](=O)[O-])OCO3)nc2ccccc12	1.7	0.0	-0.8	3.3	0.0	-12.4	-24.9	-3.0	5.8
CCOCC(=O)Nc1ccc(S(=O)(=O)N2CCOCC2)cc1	1.7	-0.4	-13.9	3.6	1.4	-6.3	-1.5	-4.5	3.7
Cc1cc2c(cc1S(=O)(=O)CCC(=O)N(C)C1CCCCC1)OCC(=O)N2	2.0&2.3	-0.2&-0.3	-7.8	-4.6&-5.2	0.0&1.2	-16.2	-23.7&-9.2	-0.1&-5.6	-4.4&-6.1
CCSc1ncc(Cl)c(C(=O)Nc2nc3ccc(Cl)cc3s2)n1	2.1	-0.4	-4.6	-2.3	·	·	-8.1	1.9	4.9
Nn1cnnc1N/N=C/c1ccc(Cl)c([N+](=O)[O-])c1	0.9	-0.3	18.9	0.4	-6.8	17.5	-16.4	-5.2	-5.2
Cc1ccc(C(=O)OCC(=O)Nc2ncc(Cl)cc2Cl)cc1NC(=O)c1ccco1	5.6	-0.2	5.8	6.1	0.0	0.7	10.3	-4.1	0.9
Cc1c(C)c2c(C)[nH]nc2oc1=O	1.8	0.8	-5.7	-2.7	0.6	1.9	-0.1	-5.7	-2.9
Cc1cccc(NC(=O)c2ccc(S(=O)(=O)NCc3cccnc3)cc2)c1C	0.1	0.0	10.5	-5.0	-0.2	13.2	-15.5	-5.8	3.7
COc1ccc(-c2nc(SCc3ccc(C#N)cc3)[nH]c(=O)c2C#N)cc1	2.5	-0.1	-0.7	6.5	0.2	15.8	-5.8	-8.8	-2.8
Cc1cccc(C(=O)Nc2nnc(S(=O)(=O)N3CCCCCC3)s2)c1	11.0	0.0	·	-1.1	-0.8	18.1	-5.7	-1.4	-5.2
Cc1ccc(S(=O)(=O)N2CCN(C(=O)COC(=O)C3CCC3)CC2)cc1	7.9	-0.5	-4.4	-2.9	-0.2	-5.6	14.2	-5.9	-3.3
COc1cccc(CN2CCNC(=O)C2CC(=O)N(C)C2CCOCC2)c1OC (stereo not drawn)	1.9	1.1	-14.2	3.6	-1.2	-19.8	7.2	3.4	2.0
O=C(c1nc(-c2ccccc2)n(-c2ccccc2)n1)N1CCCCCC1	2.1	-0.1	-0.8	2.7	-0.7	-3.5	3.6	-0.3	14.4
CCOc1ccccc1C(=O)n1nc(C)cc1C	2.7	0.0	6.4	-5.6	0.6	-1.4	-1.9	-3.0	-3.9
CCCCC(=O)Nc1cccc(C(=O)N/N=C/c2ccc(OC)cc2OC)c1	3.1	-0.1	-4.9	10.5	-0.2	6.2	-2.8	0.2	7.7
O=C(Cn1cc[n+](CC(=O)c2ccc(Cl)cc2Cl)c1)c1ccc(Cl)cc1Cl	1.3	0.3	-0.4	2.2	0.3	-8.9	-14.2	-1.4	-5.3
Cc1cc(C)n(CC(O)CN(c2ccccc2)S(=O)(=O)c2ccc3ccccc3c2)n1 (stereo not drawn)	5.4	-1.0	1.3	18.3	-1.1	-2.7	13.6	4.1	-25.8
CCOC(=O)c1c(C)nn(Cc2ccccc2)c1N	3.9	-0.7	-7.6	-2.4	-0.1	5.5	-16.0	-1.6	-2.7
CC1=CC(c2ccc(Cl)cc2)n2nc(NC(=O)CCCC(=O)O)nc2N1 (stereo not drawn)	4.2	1.2	9.8	20.0	0.0	-4.4	-15.2	3.4	0.8
Cc1cc(/C=C2\SC(N)=NC2=O)c(C)n1-c1ccc(F)cc1	-0.2	-1.6	10.8	3.3	-1.5	-1.9	-2.6	-5.8	-5.1
COc1ccc2c(c1)c1nc3ccccc3nc1n2CCn1c(=O)oc2ccccc21	2.8	0.2	0.8	-0.5	0.3	33.6*	-8.2	-0.1	-0.8
CCOC(=O)/C(C#N)=C/c1cn(CCC(=O)O)nc1-c1cccc(Br)c1	3.8	0.4	-1.8	-1.3	3.0	15.7	6.5	-2.2	-0.6
Cc1ccc(Nc2ncnc(N)n2)cc1C	0.2	-1.6	-3.8	0.2	0.6	-18.4	0.1	-0.6	3.3
Cc1c(OCC(=O)NC(Cc2ccc(Cl)cc2)C(=O)O)ccc2c(-c3ccccc3)cc(=O)oc12 (stereo not drawn)	-0.6	1.2	·	14.1	1.5	11.1	6.6	1.1	-1.9
CCOc1ccc(CCNC(=O)c2cnc3c(-c4ccccc4)c(C)nn3c2C)cc1OCC	1.3	0.0	-5.4	5.2	1.0	·	-27.9	-4.3	-4.9
CCOC(=O)C1CCN(S(=O)(=O)c2cccc(-c3cn4ccccc4n3)c2)CC1	4.9	0.0	-3.6	-1.8	-0.9	-13.0	6.2	-3.8	-8.7
O=C(CSc1nnc(-c2ccccc2O)n1-c1ccccc1)Nc1cccc(C(=O)O)c1	2.0	0.4	6.1	6.3	·	·	17.5	7.6	-14.4
CCN(CC(=O)Nc1ccc(OC)cc1)C(=O)c1ccc2c(c1)NC(=O)CS2	4.3	0.3	4.8	-5.6	-0.8	13.1	-3.4	1.8	3.9
N/C(=N\O)c1ccccc1N1CCCCC1	0.3	-0.1	6.2	-0.1	1.1	2.8	1.9	5.8	0.0
CC(C)(C)c1ccc(OCC(=O)NCc2ccco2)cc1	3.7	-0.1	-14.1	-8.0	-0.4	-7.6	2.6	-3.7	6.9
CCC(=O)N1CCc2cc(S(=O)(=O)NCCC(=O)Nc3cc(C)cc(C)c3)ccc21	6.0	-0.7	-1.6	5.2	-1.1	1.7	-2.9	-0.8	1.5

An excerpt from above in order of heavy-atom count, rising:
SMILES	D1 agonist	TRHR ag	RXFP1 antagonist	TRHR PAM	D2 ag	D2 antagonist	D1 antagonist	D1 PAM	D2 potentiator
Cc1ccc(Nc2ncnc(N)n2)cc1C	0.2	-1.6	-3.8	0.2	0.6	-18.4	0.1	-0.6	3.3
CCOC(=O)c1c(C)nn(Cc2ccccc2)c1N	3.9	-0.7	-7.6	-2.4	-0.1	5.5	-16.0	-1.6	-2.7
Cc1cc(/C=C2\SC(N)=NC2=O)c(C)n1-c1ccc(F)cc1	-0.2	-1.6	10.8	3.3	-1.5	-1.9	-2.6	-5.8	-5.1
O=C(Cn1cc[n+](CC(=O)c2ccc(Cl)cc2Cl)c1)c1ccc(Cl)cc1Cl	1.3	0.3	-0.4	2.2	0.3	-8.9	-14.2	-1.4	-5.3
O=C(CSc1nnc(-c2ccccc2O)n1-c1ccccc1)Nc1cccc(C(=O)O)c1	2.0	0.4	6.1	6.3	·	·	17.5	7.6	-14.4
